Bioassay records as filed in PubChem.
NOD2 RIPK2 PPI: NOD2-RIPK2 binding disruptors in cells, primary screen, fluorescence, CHO cells, BLA complementation; Receptor-interacting serine/threonine-protein kinase 2 (Homo sapiens), O43353; CCF4 ratio; inhibition, % at 4.98 µM; 360,000 tested, 0.38% active; AID 624267, 2012; in the data active = inhibition above about 21%;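 also: 0% = vehicle only and 100% = reference blocker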
Target sequence (O43353 whole entry, looked up): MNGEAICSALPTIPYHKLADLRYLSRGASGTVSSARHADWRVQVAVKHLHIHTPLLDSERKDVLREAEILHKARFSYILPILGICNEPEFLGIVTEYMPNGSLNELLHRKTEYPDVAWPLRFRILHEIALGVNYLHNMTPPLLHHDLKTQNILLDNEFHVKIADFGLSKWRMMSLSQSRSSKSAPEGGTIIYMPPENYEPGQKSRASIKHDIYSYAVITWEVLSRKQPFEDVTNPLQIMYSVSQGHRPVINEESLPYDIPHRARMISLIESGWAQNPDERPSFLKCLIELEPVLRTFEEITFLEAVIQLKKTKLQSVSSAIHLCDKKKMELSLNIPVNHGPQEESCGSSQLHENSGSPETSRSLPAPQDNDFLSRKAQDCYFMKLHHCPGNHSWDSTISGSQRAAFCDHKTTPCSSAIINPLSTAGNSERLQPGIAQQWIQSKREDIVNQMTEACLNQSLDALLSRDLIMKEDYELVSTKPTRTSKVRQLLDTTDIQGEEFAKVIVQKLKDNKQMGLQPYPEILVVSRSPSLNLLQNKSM
TWEAK-Fn14 inh: inhibitors of TWEAK-Fn14 signaling, primary screen, luciferase reporter cells, uHTS; TWEAK-stimulated Fn14 reporter cells, luciferase luminescence, 8 h; AID 1159606, 2016; inhibition, % at 10 µM; 360,000 tested, 2% active; in the data active = inhibition above about 50%
COUP-TFII inh: NR2F2 transcriptional activity inhibitors, primary screen, cell-based, luciferase reporter, HEK293T, luminescence. COUP transcription factor 2 (Homo sapiens), P24468. HEK293T NGFI-A luciferase reporter. inhibition, % at 8.6 µM. 370,000 tested, 0.7% active. AID 686940, 2013;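 active = inhibition above a per-plate cutoff, mean inhibition of test wells between control levels plus 3 SD, cut at about 38% in these data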;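 also: cells cotransfected with COUP-TFII expression vector driving the NGFI-A reporter; 0% = median of COUP-TF2 test wells and 100% = reporter-only cells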
SRC2 inh: inhibition of GAL4-SRC2 driven luciferase reporter, primary screen, SRC2 inhibitor project, cell-based, luminescence | 370,000 tested, 0.17% active | Nuclear receptor coactivator 2 (Homo sapiens), Q15596 | inhibition, % at 9 µM | HEK293 GAL4-SRC2 luciferase reporter | AID 651957, 2012;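 active = inhibition above the mean inhibition of all tested compounds plus 3 SD, set per campaign, cut at about 52% in these data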;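 also: 0% = DMSO treated cells and 100% = cells given Gossypol at 36 µM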
TLR9-MyD88 inh: inhibitors of TLR9-MyD88 association in cells, primary screen, cell-based, CHO, BLA complementation, fluorescence; Toll-like receptor 9 (Homo sapiens) + Myeloid differentiation primary response protein …; inhibition, % at 4.98 µM; AID 504734, 2011; CCF4 FRET ratio; 340,000 tested, 0.21% active;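 active = inhibition above the mean over all tested compounds plus 3 SD, cut at about 21% in these data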;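 also: 0% = DMSO only wells and 100% = clavulanate BLA inhibitor control wells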
TRAIL sens C8: viability loss with TRAIL in NB7+C8 cells, primary screen, TRAIL sensitizer project, cell-based, ATPlite luminescence. inhibition (viability loss, TRAIL sensitization), % at 10 µM. 360,000 tested, 1% active. AID 624354, 2012;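 active = compounds causing at least 50% loss of cell viability in the single-dose screen, relative to plate controls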
EBV LMP1 NFkB: EBV LMP1-driven NF-kappaB luciferase reporter inhibitors, primary screen, cell-based, luminescence, single point; AID 504558, 2011; inhibition, % at 12.5 µM; LMP1-induced NF-kappaB luciferase reporter cells; 350,000 tested, 0.69% active; in the data active = inhibition above about 41%;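 also: 0% = neutral control wells and 100% = reference inhibitor control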
NCOA3 inh: SRC3 coactivator transcriptional activity inhibitors, primary screen, cell-based, luminescence | HEK293 GAL4-SRC3 luciferase reporter | inhibition, % at 3.6 µM | 360,000 tested, 0.17% active | AID 588352, 2011;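 active = inhibition above a per-campaign cutoff, the mean of all compounds plus 3 SD, cut at about 60% in these data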;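 also: 0% = DMSO-treated cells and 100% = gossypol-treated cells at 36 µM; higher means less SRC3-driven luciferase light from the GAL4 reporter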
NR5A2 inv ag: LRH-1 (NR5A2) inverse agonists, primary screen, cell-based, luminescence, HEK293T, StAR-luciferase reporter. Nuclear receptor subfamily 5 group A member 2 (Homo sapiens), O00482. LRH-1 transfected, 24 h. inhibition, % at 3.6 µM. 360,000 tested, 0.13% active. AID 602396, 2012;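 active = inhibition above the mean inhibition of all tested compounds plus 3 SD, cut at about 73% in these data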;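 also: 0% = DMSO wells and 100% = reporter-only cells lacking LRH-1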
Target sequence (O00482 whole entry, looked up): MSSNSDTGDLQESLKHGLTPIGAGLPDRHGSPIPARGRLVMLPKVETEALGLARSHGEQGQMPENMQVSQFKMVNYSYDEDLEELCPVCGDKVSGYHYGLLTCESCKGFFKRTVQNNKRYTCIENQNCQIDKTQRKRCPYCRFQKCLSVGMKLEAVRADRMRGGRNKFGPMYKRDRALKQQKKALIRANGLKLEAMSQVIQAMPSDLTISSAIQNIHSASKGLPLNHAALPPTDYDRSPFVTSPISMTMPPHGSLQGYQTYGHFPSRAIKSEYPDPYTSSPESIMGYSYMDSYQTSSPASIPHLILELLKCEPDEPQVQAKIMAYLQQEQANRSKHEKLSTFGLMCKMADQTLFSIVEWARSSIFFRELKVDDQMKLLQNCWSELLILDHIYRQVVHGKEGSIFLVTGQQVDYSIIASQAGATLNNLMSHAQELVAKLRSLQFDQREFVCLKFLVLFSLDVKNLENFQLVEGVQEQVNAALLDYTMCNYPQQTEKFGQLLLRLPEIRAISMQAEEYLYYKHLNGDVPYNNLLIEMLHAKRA
NCOA1 inh: SRC1 coactivator transcriptional activity inhibitors, primary screen, cell-based, luminescence; inhibition, % at 3.6 µM; 360,000 tested, 0.12% active; AID 588354, 2011; HEK293 GAL4-SRC1 luciferase reporter; Nuclear receptor coactivator 1 (Homo sapiens), Q15788;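 active = inhibition above the campaign mean plus 3 SD, with each screening campaign given its own cutoff, cut at about 60% in these data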;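 also: 0% = DMSO treated cells and 100% = gossypol at 36 µM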
TROY signal inh: inhibitors of TROY-driven NF-kB signaling, primary screen, Q293 LMP1-TROYcd cells, NF-kB luciferase, uHTS | Q293 LMP1-TROYcd NF-kB luciferase reporter, 4 h | 360,000 tested, 0.98% active | inhibition, % at 10 µM;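 active = compounds whose plate-normalised and pattern-corrected inhibition of the luciferase reporter signal at the single screening dose is 50% or more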
An asterisk follows results filed as active; nt = no result given. These rows are one share of the data (hit frequency here may not be typical).

molecule	NOD2 RIPK2 PPI	TWEAK-Fn14 inh	COUP-TFII inh	SRC2 inh	TLR9-MyD88 inh	TRAIL sens C8	EBV LMP1 NFkB	NCOA3 inh	NR5A2 inv ag	NCOA1 inh	TROY signal inh
CCCCCCCCCCCC(=O)c1c(O)cccc1O	14	-11	-11	13	-17	-8	-1	8	17	10	16
CCC(C(=O)N/N=C/c1cccnc1)c1ccccc1 (stereo unspecified)	-4	8	12	4	-2	-2	0	9	22	3	-21
COC(=O)c1ccc(CSC2=NC[C@@H]3[C@@H]4C(=O)N(C)C(=O)[C@@H]4[C@](C)(C(=O)OC)N23)cc1	0	6	-19	7	-9	-15	3	-8	9	-4	-10
Cc1ccccc1OCC(=O)OCC(=O)Nc1cc(S(=O)(=O)N2CCCCC2)ccc1Cl	-4	-3	-7	22	-1	-8	2	-2	16	-14	18
COc1ccc(S(=O)(=O)N(C)C[C@H]2Oc3ccc(NS(=O)(=O)c4c(C)noc4C)cc3C(=O)N([C@H](C)CO)C[C@@H]2C)cc1	-3	-31	5	9	-4	-1	0	1	2	-45	2
CN(Cc1ccccc1)C(=O)[C@@H]1CCCN1C(=O)[C@@H]1CCCN1C(=O)c1cccs1	1	24	-6	-10	nt	-15	nt	nt	-17	nt	-3
CC(=O)N(C)c1ccc(NC(=O)Nc2ccc(C)c(C)c2)cc1	-7	-2	-25	-8	11	-10	4	-8	2	-5	-10
Cc1ccc(N(C(=O)CS(=O)CC(=O)Nc2ccc(F)cc2)C(C)C(=O)NC(C)(C)C)cc1 (stereo unspecified)	9	18	-4	-5	-1	-10	-4	-7	-11	10	-8
CCSc1nc(C)cc(Oc2ccc(=O)n(C)n2)n1	0	2	-2	-3	7	-9	7	0	12	-5	-18
Cc1cccc(C)c1NC(=O)C1c2ccccc2OCC(=O)N1Cc1ccccc1 (stereo unspecified)	-1	13	-20	4	nt	16	nt	nt	6	nt	-11
COc1ccc(C(CNC(=O)c2cc3c(s2)CCC(C)C3)N2CCOCC2)cc1 (stereo unspecified)	-7	-11	0	11	7	-19	-3	14	-1	-4	7
CCN(CC)CCn1c(NCc2cccc(OC)c2OC)nc2ccccc21	2	15	-11	8	0	3	2	3	-14	8	nt
CC1CCCN(C(=O)Cn2nnc(-c3ccc(S(C)(=O)=O)cc3)n2)C1 (stereo unspecified)	9	2	-7	-13	2	10	11	-11	7	-15	-47
CCC(C)Nc1nnc(SCC(=O)c2c(N)n(C3CC3)c(=O)[nH]c2=O)s1 (stereo unspecified)	0	12	12	4	7	13	-5	-6	6	18	3
COc1ccc(CNC(=O)C2CCN(S(=O)(=O)c3ccccc3)CC2)cc1	-16	-17	-13	16	-7	-2	2	23	-4	10	-10
O=C(NCCc1ccccc1)c1ccc2c(c1)OCO2	0	94*	30	35	8	71*	49*	-6	-59	-16	70*
CN1/C(=C/C=C(C#N)C#N)C(C)(C)c2ccccc21	4	-9	-2	12	10	-23	-2	18	-7	11	9
CC(OC(=O)C1CCCO1)C(=O)NC1CCCC1 (stereo unspecified)	6	12	3	-26	-5	-16	-5	6	11	-40	7
COc1ccc(CC(=O)O/N=C(\N)c2ccccc2)cc1OC	17	12	4	-41	-6	14	7	-9	-2	-20	-16
COc1ccc(CNS(=O)(=O)CCNC(=O)c2ccc3c(c2)OCO3)cc1	-4	7	17	3	8	1	-12	3	1	-5	-15

Seven entries picked at random from those above, as already listed:
molecule	NOD2 RIPK2 PPI	TWEAK-Fn14 inh	COUP-TFII inh	SRC2 inh	TLR9-MyD88 inh	TRAIL sens C8	EBV LMP1 NFkB	NCOA3 inh	NR5A2 inv ag	NCOA1 inh	TROY signal inh
COC(=O)c1ccc(CSC2=NC[C@@H]3[C@@H]4C(=O)N(C)C(=O)[C@@H]4[C@](C)(C(=O)OC)N23)cc1	0	6	-19	7	-9	-15	3	-8	9	-4	-10
Cc1cccc(C)c1NC(=O)C1c2ccccc2OCC(=O)N1Cc1ccccc1 (stereo unspecified)	-1	13	-20	4	nt	16	nt	nt	6	nt	-11
COc1ccc(C(CNC(=O)c2cc3c(s2)CCC(C)C3)N2CCOCC2)cc1 (stereo unspecified)	-7	-11	0	11	7	-19	-3	14	-1	-4	7
COc1ccc(S(=O)(=O)N(C)C[C@H]2Oc3ccc(NS(=O)(=O)c4c(C)noc4C)cc3C(=O)N([C@H](C)CO)C[C@@H]2C)cc1	-3	-31	5	9	-4	-1	0	1	2	-45	2
O=C(NCCc1ccccc1)c1ccc2c(c1)OCO2	0	94*	30	35	8	71*	49*	-6	-59	-16	70*
CC(=O)N(C)c1ccc(NC(=O)Nc2ccc(C)c(C)c2)cc1	-7	-2	-25	-8	11	-10	4	-8	2	-5	-10
CN1/C(=C/C=C(C#N)C#N)C(C)(C)c2ccccc21	4	-9	-2	12	10	-23	-2	18	-7	11	9

Next part:
molecule	NOD2 RIPK2 PPI	TWEAK-Fn14 inh	COUP-TFII inh	SRC2 inh	TLR9-MyD88 inh	TRAIL sens C8	EBV LMP1 NFkB	NCOA3 inh	NR5A2 inv ag	NCOA1 inh	TROY signal inh
C[C@H]1CN([C@@H](C)CO)C(=O)c2cc(NS(=O)(=O)c3ccc(F)cc3)ccc2O[C@H]1CN(C)S(=O)(=O)c1cn(C)cn1	4	-9	-7	12	-2	-11	0	11	13	-10	-14
O=C(NC1CCCCC1)c1ccc2snnc2c1	-1	-7	-15	24	-10	5	-1	-24	12	-10	-45
CN(CC(=O)N1CCN(c2ccccc2F)CC1)S(=O)(=O)c1cnc[nH]1	-16	11	-1	-7	-3	-2	-6	11	2	-6	-4
CC(C)c1ccc(/C=C/C(=O)NCCC2=CCCCC2)cc1	-8	-5	-8	-32	5	8	-21	12	-4	-1	-15
COC(=O)C1=CN(c2ccc(OC)cc2OC)C(N)=C(C#N)C1c1ccc(OC)cc1 (stereo unspecified)	-9	nt	-16	-32	nt	-4	nt	nt	-23	nt	nt
C/C(=N\NC(N)=S)C1(C)CC2(CC(C)(C)OC2=O)C(=O)O1 (stereo unspecified)	-16	7	-1	-10	nt	5	nt	15	7	9	-13
O=C(NC1CCN(Cc2ccccc2)CC1)c1ccc(Cn2c(=S)[nH]c3ccc(N4CCOCC4)cc3c2=O)cc1	2	-16	-10	-14	3	21	-1	-45	-24	-25	-12
Cc1ccc(S(=O)(=O)Oc2ccc3ccc(O)cc3c2)cc1	6	-14	-3	-14	-5	5	3	-13	-3	6	-24
CCOC(=O)C(NC(=O)Nc1ccc(F)cc1F)(Oc1ccccc1)C(F)(F)F (stereo unspecified)	9	-9	17	25	1	-17	7	7	5	0	18
CCN(CC(=O)Nc1cc(Cl)ccc1C)C(=O)c1ccc2c(c1)NC(=O)C(C)S2 (stereo unspecified)	11	8	-7	11	-3	3	9	-22	-7	0	4
Cc1cc(NC(=O)C2C3C(=O)N(CCC(C)C)C(C(=O)NCc4ccccc4)C34C=CC2(C)O4)no1 (stereo unspecified)	-5	-2	7	3	-10	-17	5	2	-2	-5	1
Cc1nc(NC(=O)COC(=O)c2cc3c(s2)CCC(C)C3)c(Cl)cc1Cl (stereo unspecified)	-8	14	1	-18	0	0	-19	20	7	1	5
COc1cccc(CN2CCc3ccc(NC(=O)CCc4ccc(C)cc4)cc3C2)c1O	-7	2	25	6	-2	-7	13	3	5	-12	11
CN(C(=O)c1ccc2c(=O)n3c(nc2c1)CCCCC3)c1ccccc1Cl	-3	-12	4	-13	3	-11	-10	-11	-34	-23	0
COc1ccc(S(=O)(=O)/N=C2/NC(=O)/C(=C/c3ccco3)S2)cc1	5	18	8	-27	-5	8	0	7	14	4	8
CCN(CC)c1ccc(C(=O)OCc2cc(=O)oc3cc(O)ccc23)cc1	-15	-19	1	-21	-8	50*	-44	-7	7	-4	-24
CSc1nc2sc3c(c2c(=O)n1C)CCC3	10	-10	5	-4	-5	-4	1	-12	0	-12	-33
N#CC(C#N)=C(N)/C(C#N)=C/c1cc(O)c(O)c(O)c1	4	-3	4	19	-7	3	-2	-10	6	-25	-32
COc1ccc(-c2nc3ccccc3c(=O)n2NC(=S)N(C)C)cc1	-2	6	-2	9	5	5	-1	16	2	4	-21
CCNc1nc(NC(C)(C)C)nc(N2CCCC2)n1	-12	-15	6	7	3	16	-13	2	16	0	-10
O=C(CCC(=O)Nc1ccc(Br)cc1)N/N=C/c1ccc(O)cc1	3	9	-3	-9	-2	-4	-5	-7	7	2	11
COc1ccccc1-n1cnc2cc(NCc3ccco3)ccc21	12	40	-51	1	5	-1	13	-19	-31	-29	-3
O=C(NCCCN1CCCCC1)C1CCCN(c2ncnc3c2nc2n3CCCCC2)C1 (stereo unspecified)	-5	-1	2	-10	-5	6	3	-2	-10	-4	-1
C=CCNC(=S)N/N=C/c1ccc(OCc2ccccc2Cl)cc1	-5	-5	20	3	-7	-4	10	-7	-26	-5	-29
CC1(C(=O)Nc2cnc3ccccc3c2)CCN1Cc1ccccc1OC(F)F (stereo unspecified)	3	22	-6	-34	nt	28	nt	-120	-10	-28	31
CS(=O)(=O)c1cccc(-c2nnc(NC(=O)c3ccc(S(=O)(=O)N4CCCC4)cc3)o2)c1	0	-7	4	-8	-3	0	2	11	1	-9	4
Cn1c(=O)n(C)c2cc(S(=O)(=O)NCCO)ccc21	-10	13	6	-21	3	-1	7	17	-15	-13	-18
COC(=O)c1ccc(OC(=O)c2nn(C)cc2Cl)c(OC)c1	-1	-10	-1	5	6	-17	8	16	13	-16	-14
Cc1cccn2c(=O)c3cc(C(=O)NCC4CCCO4)c(=N)n(C4CCCCC4)c3nc12 (stereo unspecified)	0	-11	-8	-11	-10	-14	-6	13	18	12	-1
COc1ccc(S(=O)(=O)N2CCN(c3cnccn3)CC2)cc1OC	-11	3	-6	13	-6	-9	-6	5	-15	-1	-11
CCOC(=O)c1ccccc1NC(=O)CSc1nnc(Cc2cccn2C)n1-c1ccc(F)cc1	3	18	0	-37	0	-3	-20	4	5	18	9
O=C(CCCc1ccccc1)NCc1ccccn1	-2	-2	nt	nt	-3	-5	1	-4	5	-22	-18
CC(=O)N/N=C\c1ccccc1OC/C=C/c1ccccc1	-5	-36	-40	-50	0	15	-38	-77	-37	-41	-30
